ROC1-CUL1 inh: inhibitors of human ROC1-CUL1 ubiquitin ligase activity. E3 ubiquitin-protein ligase RBX1 (Homo sapiens) + Cullin-1 (Homo sapiens), P62877+Q13616. actives 0.6% (n = 140,000). AID 1347404, 2020. in vitro K48 di-Ub FRET, acceptor:donor ratio, 45 min. inhibition, % at 10 µM; in the data active = inhibition above about 25%
Target sequence (P62877 whole entry, looked up): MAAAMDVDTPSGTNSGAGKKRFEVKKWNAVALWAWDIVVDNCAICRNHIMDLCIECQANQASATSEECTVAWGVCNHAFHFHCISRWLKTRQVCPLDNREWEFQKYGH
Target sequence (Q13616 whole entry, looked up): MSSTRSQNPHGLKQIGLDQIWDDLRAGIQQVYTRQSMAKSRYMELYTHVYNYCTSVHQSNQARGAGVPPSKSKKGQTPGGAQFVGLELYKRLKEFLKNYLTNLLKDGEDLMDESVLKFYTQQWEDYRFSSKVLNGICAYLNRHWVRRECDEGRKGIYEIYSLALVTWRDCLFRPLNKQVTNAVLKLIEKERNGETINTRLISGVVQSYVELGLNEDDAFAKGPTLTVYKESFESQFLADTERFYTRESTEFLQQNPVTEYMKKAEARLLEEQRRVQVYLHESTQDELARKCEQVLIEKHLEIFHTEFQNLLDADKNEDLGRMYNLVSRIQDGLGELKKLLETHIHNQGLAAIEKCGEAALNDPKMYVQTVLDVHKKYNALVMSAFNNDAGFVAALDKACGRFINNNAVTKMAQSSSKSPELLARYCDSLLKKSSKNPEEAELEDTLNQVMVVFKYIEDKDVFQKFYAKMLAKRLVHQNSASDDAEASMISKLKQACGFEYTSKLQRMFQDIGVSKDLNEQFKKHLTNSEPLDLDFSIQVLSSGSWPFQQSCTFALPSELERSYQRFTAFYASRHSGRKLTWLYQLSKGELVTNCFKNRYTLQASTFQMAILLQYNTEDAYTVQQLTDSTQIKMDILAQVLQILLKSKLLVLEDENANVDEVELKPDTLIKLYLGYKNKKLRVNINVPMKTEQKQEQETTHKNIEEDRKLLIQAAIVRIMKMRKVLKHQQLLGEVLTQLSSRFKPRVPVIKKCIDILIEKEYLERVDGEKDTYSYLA
* = called active by the depositor. Some of the compounds tested; rates above refer to the full screens.

ROC1-CUL1 inh | smiles
1 | O=C(Nc1cc(C(F)(F)F)ccc1Oc1cccc(Br)c1)C(F)(F)F
-3 | Cc1cc(C)cc(CC(C)(C)C)c1
3 | Cc1ccccc1CN1CCCN(CC(=O)Nc2ccc(F)cc2)S1(=O)=O
1 | CCOc1ccc(C(=O)NC2CCCCCC2)cc1S(=O)(=O)N1CCCCCC1
9 | COc1ccccc1CC(=O)NNS(=O)(=O)c1ccc(Cl)cc1
2 | COc1cc(NC(=O)Cn2c(=O)n(-c3ccccc3)c(=O)c3c4c(sc32)CCCC4)cc(OC)c1
3 | Cc1ccccc1-c1noc(-c2ccc(NCCCO)nc2)n1
6 | CCOc1ccccc1NC(=O)Cc1coc2c(C)c(C)ccc12

Among those listed so far, these contain an aryl methoxy group.
ROC1-CUL1 inh | smiles
9 | COc1ccccc1CC(=O)NNS(=O)(=O)c1ccc(Cl)cc1
2 | COc1cc(NC(=O)Cn2c(=O)n(-c3ccccc3)c(=O)c3c4c(sc32)CCCC4)cc(OC)c1

Copied from the list.
ROC1-CUL1 inh result of Cc1ccccc1CN1CCCN(CC(=O)Nc2ccc(F)cc2)S1(=O)=O is entered as 3
ROC1-CUL1 inh result of O=C(Nc1cc(C(F)(F)F)ccc1Oc1cccc(Br)c1)C(F)(F)F is entered as 1

Additional structures
ROC1-CUL1 inh | smiles
-6 | CCOCCc1nn2c(=O)cc(COC(=O)c3cccc(C)c3)nc2s1
7 | Cc1nc(SC2CC(=O)N(c3cc(Cl)cc(Cl)c3)C2=O)nc2c1CCCC2 (configuration not stated)
-8 | COc1ccc(C2c3c(C(C)(C)C)noc3N=C(N)C2C#N)c(OC)c1 (configuration not stated)
-3 | Cc1ccccc1Nc1c(-c2ccc(O)cc2)nc2c(C)cccn12
-7 | COc1cc2c(=O)c(S(=O)(=O)c3ccc(F)cc3)cn(Cc3ccccc3C)c2cc1OC
8 | O=C(NC1(C(F)(F)F)C(=O)N=C2C1C(=O)NC(=O)N2c1ccc(Cl)cc1)c1cccnc1 (configuration not stated)
-1 | CCCC(=O)Nc1nnc(S(=O)(=O)N2CCCCCC2)s1
-5 | O=C(C#Cc1ccccc1)N1CCC(C2(Cc3ccc(F)cc3)NC(=O)N(C3CCOC3)C2=O)CC1 (configuration not stated)
9 | CCOC(=O)c1c(-c2ccc(OCC)cc2)csc1NC(=O)CN1C(=O)c2ccccc2C1=O
8 | O=C(O)CCn1cnc2onc(-c3ccccc3Cl)c2c1=O
11 | COCCCn1c(C(=O)N2CCOCC2)cc2c(=O)n3cccc(C)c3nc21
-14 | COc1ccc(CC(=O)N2N=C3CCC(C)CC3C2(O)C(F)(F)F)cc1 (configuration not stated)
-6 | Cc1cccc(C(=O)Nc2nc(-c3nnn(-c4cc(C)ccc4C)c3C)ns2)c1
-1 | C=CCN(CC=C)S(=O)(=O)c1ccc2c(c1)C(=O)c1ccccc1C2=O
9 | CCO[C@H]1[C@H](NC(=O)c2cccnc2)c2ccccc2C12CCN(C(=O)CC1=CCCCC1)CC2
4 | O=C(NCc1ccccc1-n1cncn1)c1cn(CC2CCCO2)nn1 (configuration not stated)
-7 | O=C(N/N=C/c1ccc([N+](=O)[O-])cc1)c1ccn(Cc2ccc(Cl)cc2)n1
-13 | COc1ccc(-c2ccc(=O)n(CC(=O)Nc3ccc(OC)c(OC)c3)n2)cc1
2 | CC(C)c1ccc(C2C(C)C(N3CCC(C(=O)NCCc4ccco4)CC3)NS2(=O)=O)cc1 (configuration not stated)
-1 | O=C(/C=C/c1ccc(Cl)cc1Cl)c1cccs1
-3 | Cc1ccc(Cl)cc1NC(=O)C1CCN(c2nnc(C)c3c(C)n(-c4ccccc4)nc23)CC1
15 | CCOc1ccc(NC(=O)Cc2c[nH]c3ccccc23)cc1
-4 | COc1ccccc1NC(=O)CCn1cnc2ccccc2c1=O
-5 | C/C=C(\C)CNC1CC(C)(C)Cc2nc(N3CCC(O)CC3)ncc21 (configuration not stated)
-2 | O=C(O)c1cc(NC2(c3ccccc3)C(=O)c3ccccc3C2=O)ccc1Cl
-2 | Cc1cc(NC(=O)c2cc(-c3cccc(Cl)c3)on2)nn1Cc1ccc(Cl)cc1
-7 | CCc1cccc(C)c1NC(=O)CN1C(=O)C2(SCC(=O)N2c2cc(C)cc(C)c2)c2ccccc21 (configuration not stated)
6 | CCC(=O)NC(Nc1ccc(C)cn1)(C(F)(F)F)C(F)(F)F
4 | CCOC(=O)CCNC(=O)N1CCCC(CNC(=O)c2ccco2)C1 (configuration not stated)
-5 | COc1cccc(Cn2c(NCc3ccc(C)cc3)nc3c2c(=O)n(C)c(=O)n3C)c1
10 | Cc1ccc(-c2[nH]nc3c2C2(C(=O)N(Cc4ccc(Cl)cc4)c4ccccc42)C(C#N)C(=N)O3)cc1 (configuration not stated)
0 | O=C(CC1C(=O)OCCN1Cc1ccccc1)Nc1cccc(Cl)c1 (configuration not stated)
11 | C/C(=N\N1CCN(Cc2cccc3ccccc23)CC1)c1ccco1
-1 | COc1cccc(N2CCN(C(=O)C3CCN(S(=O)(=O)c4c(C)noc4/C=C/c4ccccc4F)CC3)CC2)c1
-4 | O=C(COc1ccc(Cl)cc1-c1cnoc1)N/N=C/c1coc2ccccc2c1=O
4 | CCOc1ccc(NC(=O)Cn2c(=O)n(CCCS(=O)(=O)C3CCCCC3)c(=O)c3ccccc32)cc1
-9 | CCCOc1cc(N(CC)CC)ccc1/C=C1\C(=O)NN(c2cccc(Cl)c2)C1=O
3 | Brc1c(I)ncnc1-c1ccccc1
-1 | Cc1ccc(/C=N/NC(=O)Cc2csc(Nc3cccc(C(F)(F)F)c3)n2)cc1
5 | CCCC1=NN(c2ccc(F)cc2)C(=O)C1C=NCCN1CCN(C(=S)NCCc2ccccc2)CC1 (configuration not stated)
13 | CCNS(=O)(=O)c1ccc(Cl)c(C)c1Cl
-1 | Cc1cc(C)c(-n2nnnc2SC(C)C)c(C)c1
6 | CCc1ccc(-c2cc(C)no2)cc1S(=O)(=O)Nc1ccc(Cl)cn1
1 | CCN(Cc1ccccc1)C(=O)Cn1cc(S(=O)(=O)Cc2cccc(Cl)c2)c2ccccc21
-14 | CCOc1cc(Br)c(C(C)NC(=O)c2cccc(OC)c2)cc1OCC (configuration not stated)
3 | Fc1ccc(CNc2ncnc3onc(-c4ccc(F)cc4)c23)cc1
-7 | Cc1ccc(CC(=O)N(Cc2nc(-c3ccc(C)cc3)no2)C(C)C)cc1
3 | COc1ccc(CN2CCN(C3Cc4ccccc4Sc4ccc(Cl)cc43)CC2)cc1 (configuration not stated)
-1 | COc1ccccc1NC(=O)N1CCCC(Cn2cc(CCO)nn2)C1 (configuration not stated)
-1 | O=C(NCC1CCCO1)c1ccc(COc2ccccc2Br)cc1 (configuration not stated)
-5 | COC(=O)c1ccc(NC(=O)CCc2c(C)nn(-c3ccc(N4CCCC4)nn3)c2C)cc1
11 | CCN(CC)Cc1c(O)ccc2c(=O)c(Oc3ccc4ccccc4c3)c(C(F)(F)F)oc12
3 | Cc1ccc(NS(=O)(=O)N2CCCC2)cc1
-13 | CCOc1ccc(C2=C(C=NCCc3c[nH]c4ccccc34)C(c3ccccc3C)c3ccccc3O2)cc1 (configuration not stated)
-2 | CCOCC(=O)Nc1nc(C)cc(C)n1
-9 | CCN1CCN(C(=O)c2ccc3c(c2)N(Cc2cc(C)ccc2C)C(=O)c2ccccc2S3=O)CC1 (configuration not stated)

Shown with each value named: part of the list above.
structure: CCN(CC)Cc1c(O)ccc2c(=O)c(Oc3ccc4ccccc4c3)c(C(F)(F)F)oc12
  ROC1-CUL1 inh: 11
structure: Cc1ccc(NS(=O)(=O)N2CCCC2)cc1
  ROC1-CUL1 inh: 3

Next section
ROC1-CUL1 inh | smiles
4 | CC1CN(C2=NC(=O)/C(=C/c3cn(-c4ccccc4)nc3-c3cc4ccccc4o3)S2)CC(C)O1 (configuration not stated)
4 | Cc1nc(Cl)sc1C(=O)Nc1ccc(F)cc1
-2 | C#CCSc1nc2c(c(=O)n1Cc1ccccc1)C1(CCCC1)Cc1ccccc1-2
5 | CC(=O)c1cccc(NC(=O)/C=C/c2ccc(Br)cc2)c1
0 | Cn1nccc1C(=O)N1CCCC1c1ccc(C(=O)N2CCOCC2)s1 (configuration not stated)
3 | Cc1ccccc1Cn1c(SCc2ccc(C(=O)NC(C)c3ccccc3)cc2)nc2ccncc21 (configuration not stated)
1 | COc1cccc2ccc(CN3CCCC(CCC(=O)N4CCOCC4)C3)nc12 (configuration not stated)
12 | CCC1CCCCN1C(=O)Cn1c(=O)n(CC2CCC(C(=O)NC)CC2)c(=O)c2sccc21 (configuration not stated)
-3 | COc1ccc(-c2cc(C)no2)cc1S(=O)(=O)N1CC(C)Oc2ccccc21 (configuration not stated)
-6 | Cc1cc(=O)oc2cc(OC(=O)C(=O)Oc3ccc4c(C)cc(=O)oc4c3)ccc12
-2 | COc1ccc(C(=O)Oc2c(Cl)cc(/C=N/NC(=O)c3ccc(Cl)cc3)cc2OC)cc1
2 | N#CNC(=Nc1ccccc1)SCc1ccccn1
-12 | N#CCSc1nc2c(c(=O)n1-c1ccccc1)C1(CCCCC1)Cc1ccccc1-2
7 | Cc1ncc2c(c1-c1noc(-c3ccoc3)n1)CCN(Cc1nc[nH]c1C)C2
7 | CC1CC(C(F)F)n2nc(C(=O)Nc3cc(OCC(F)(F)F)cc([N+](=O)[O-])c3)nc2N1 (configuration not stated)
-1 | COc1cccc(CNC(=O)c2ccc3c(c2)nnn3C2CCCC2)c1
7 | CCNC(=O)N1CCc2c([nH]c3ccccc23)C12C(=O)N(C)c1ccccc12 (configuration not stated)
-13 | COc1ccc(-c2c(C#N)c(N)nc3c2CCCC3)cc1COCC(F)(F)F
-2 | O=C(Nc1nc(=O)n(-c2ccccc2)s1)c1ccccc1Cl
4 | CCOc1ccccc1N1CCN(C(=O)CCC2(Cc3ccc(F)c(OC)c3)CCC(=O)N2)CC1 (configuration not stated)
2 | C=CCN1C(=O)N=C(Cc2cc(I)c(OCc3cccc(C(=O)O)c3)c(OC)c2)C1=O
2 | Cc1ccc(CN(C)C(=O)c2cc(Cn3cnc4ccccc43)[nH]n2)o1
1 | OCCCNCc1ccc(Cl)cc1Cl
2 | CC1(C)CC(=O)C2=C(C1)N(CC(=O)O)C1=C(C(=O)CC(C)(C)C1)C2c1cc(Cl)ccc1OCc1ccc(Cl)cc1Cl
5 | C=CCn1c(SC(=O)N2c3ccccc3Sc3ccccc32)nnc1-c1ccccc1OC
2 | CC(C)Cn1c(O)c(N=NC(=O)c2ccncc2)c2ccccc21
-6 | CCN(C(=O)c1sc2cc(Cl)ccc2c1Cl)c1ccc2c(c1)OCO2
2 | Cc1ccc2oc(-c3ccc(O)cc3)nc2c1
10 | Nc1nc(CSc2nnc(-c3ccncc3)o2)nc(Nc2ccc(F)cc2)n1
-7 | CSc1nn(Cc2cccc(F)c2)c(N(C(C)=O)C(C)=O)c1S(=O)(=O)c1ccccc1
10 | CCc1cccc(C)c1NC(=O)CN(C)S(=O)(=O)c1ccc(C)cc1
-2 | c1ccc(C2(c3ccccc3)CC2c2ccccn2)cc1 (configuration not stated)
5 | COCCCNC(=O)c1[nH]c2cc(OC)ccc2c1Sc1ccc(C)cc1
-12 | Cc1ccc(NNC(NC(=O)Cc2ccccc2)(C(F)(F)F)C(F)(F)F)cc1
2 | COC(=O)COc1ccc(S(=O)(=O)NC(C)(C)C)cc1
-2 | CCOC(=O)C(NC(=O)c1cccc(Cl)c1)(N1CCCC1=O)C(F)(F)F (configuration not stated)
-3 | Cc1nnc2sc(-c3ccccc3C(F)(F)F)nn12
1 | COc1cc(F)ccc1CN1CCC(n2nccc2NC(=O)C(C)(C)C)CC1
6 | O=C(O)C1C2CCC(O2)C1C(=O)N1CCN(c2ccccn2)CC1 (configuration not stated)
-2 | O=C(NCc1cccnc1N1CCOCC1)C1CCCCO1 (configuration not stated)
-5 | COc1ccc(C(C2C(=O)CC(C)(C)CC2=O)C2C(=O)CC(C)(C)CC2=O)cc1OC
5 | Cc1ccc(NC(=O)CN2C(=O)N=C(Cc3cccn3-c3ccccc3)C2=O)cc1
-5 | COc1ccc2nc(-n3ncc4c3CCCC4)cc(C)c2c1
-2 | COCCN1C(=O)CC(CC(=O)N2CCCCC2c2nccs2)(c2ccccc2OC)C1=O (configuration not stated)
-6 | COc1ccc(CNc2ncnc3onc(C)c23)cc1
0 | O=C(CCc1ccccc1)N1CCCC(CNS(=O)(=O)c2cccs2)C1 (configuration not stated)
8 | CCOC(=O)c1ccc(NC(=O)CSc2nnc(COc3ccc(CC)cc3)n2C)cc1
5 | CCn1c(=O)c(C(=O)Nc2cc(OC)c(OC)c(OC)c2)nc2ccccc21

Looked up by structure from above, three records:
ROC1-CUL1 inh | smiles
-5 | COc1ccc(C(C2C(=O)CC(C)(C)CC2=O)C2C(=O)CC(C)(C)CC2=O)cc1OC
-6 | COc1ccc(CNc2ncnc3onc(C)c23)cc1
5 | Cc1ccc(NC(=O)CN2C(=O)N=C(Cc3cccn3-c3ccccc3)C2=O)cc1

The list continues.
ROC1-CUL1 inh | smiles
-3 | CCc1ccc(CNc2ncnc3c2nc2n3CCCC2)cc1
-4 | COc1ccc(CN2CCCC2)c(OCC(O)CN2CCCCCCC2)c1 (configuration not stated)
-8 | COc1ccc(Cl)cc1S(=O)(=O)NC1CCCC1
4 | COc1cc(NC(=O)c2nn(-c3ccc(F)cc3)c(=O)n(C)c2=O)cc(OC)c1OC
-2 | CCOC(=O)c1sc(NC(=O)c2nc3ncccn3n2)c(C(=O)OC(C)C)c1C
3 | COc1cc(/C=C2/C(=N)N3N=C(c4ccccc4Cl)SC3=NC2=O)cc(OC)c1OC
3 | O=C(NNc1c2ccccc2nc2ccccc12)c1ccccn1
5 | Cc1c(Cl)cccc1N(CC(=O)Nc1cccnc1)S(C)(=O)=O
-5 | O=C(Cc1cccc2ccccc12)NC(NC(=S)Nc1ccc(Br)cc1)C(Cl)(Cl)Cl (configuration not stated)
-4 | COc1cccc(OCc2nc3ccccc3n2Cc2ccccc2)c1
5 | COc1ccc(CNC(=O)c2ccc3c(c2)CCN3S(=O)(=O)c2ccc(Cl)cc2)cc1
0 | COc1ccc2c(CNCc3cccs3)c(C(=O)O)n(Cc3ccccc3C)c2c1
4 | CC(NC(=O)Cn1nnnc1CN1CCCCCC1)c1cnn(C)c1 (configuration not stated)
